From PubChem BioAssay
Yeast life ext – yeast lifespan extension. S. cerevisiae growth with nicotinamide, OD615; deaD strain in restrictive glucose medium. inhibition of the nicotinamide effect, % at 10 µM. hit rate 0.68% among 130,000. AID 775;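 active = inhibition above a set limit, placed 3 SD over the median of all compounds, cut at about 26% in these data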;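 note: 0% = nicotinamide-treated wells and 100% = cells grown without nicotinamide; some compounds called inactive have numbers as strong as hits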
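Test system: DeaD-strain S. cerevisiae / Buffer or medium: restrictive glucose medium / Also added: nicotinamide 1.5 mM / Doses: one concentration, 10 µM, DMSO 0.25% / Schedule: 48 h at 30 °C / Signal: OD615 measurement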
MRP1 act – activates MRP-1 | H69AR cells + doxorubicin, viability rescue, CellTiter-Glo | viability increase, % at 10 µM | hit rate 0.61% among 140,000 | AID 799;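 active = viability gain under doxorubicin at or above a set limit, the compound median plus 3 SD, cut at about 4.7% in these data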;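 note: MRP-1 overexpressing cells given doxorubicin 25 µM after compound pretreatment; 18-22 h compound pretreatment then 72 h with doxorubicin before readout; 0% = doxorubicin-only wells and 100% = vehicle-treated cells without doxorubicin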
bCat KO growth – beta-catenin-lacking colon tumor cell growth suppression; hit rate 1.5% among 140,000; HCT116 beta-catenin knockout viability, CellTiter-Glo, 60 h; hits give low values; viability, % at 10 µM;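 active = viability at or under a set limit, the compound median less 4 SD, cut at about 6% in these data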;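 note: 0% = Hyamine 1622 control at 20 µM and 100% = untreated cell control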
Phagocytosis inh – blocks phagocytosis by macrophages; J774A.1 macrophage IgG-bead phagocytosis, imaging; inhibition, % at 5 µM; hit rate 0.07% among 110,000;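 active = inhibition above the mean of the plate negative controls plus 5 SD, cut at about 13% in these data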;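 note: phagocytic index as fraction of beads internalized from green versus red external bead signal; plate controls were DMSO negative control for no effect and cytochalasin-D positive control for full effect; some results beyond the cut were filed as inactive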
GALR2 blocker – blocks the human galanin receptor 2; AID 828; GALR2-expressing cells, antagonist mode; O43603; inhibition, % at 4 µM; hit rate 0.39% among 140,000; in the data active = inhibition above about 27%;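 note: cells stimulated with galanin 1-16 at roughly its EC80; 0% = agonist challenge control and 100% = basal control without agonist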
Target sequence (O43603 whole entry, looked up): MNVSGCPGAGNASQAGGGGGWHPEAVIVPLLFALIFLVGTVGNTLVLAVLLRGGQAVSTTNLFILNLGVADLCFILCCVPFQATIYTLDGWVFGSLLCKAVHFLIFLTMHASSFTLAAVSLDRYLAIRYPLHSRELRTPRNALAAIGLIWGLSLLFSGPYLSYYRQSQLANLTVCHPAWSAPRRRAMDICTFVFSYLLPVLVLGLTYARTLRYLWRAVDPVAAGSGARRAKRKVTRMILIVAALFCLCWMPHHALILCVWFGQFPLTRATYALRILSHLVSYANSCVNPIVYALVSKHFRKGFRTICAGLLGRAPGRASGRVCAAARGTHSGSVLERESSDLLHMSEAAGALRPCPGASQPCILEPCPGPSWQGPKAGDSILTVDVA
BB579 growth dn – reduces growth of yeast BB579 in restrictive medium; S. cerevisiae BB579 growth, OD615, 48 h; inhibition, % at 10 µM; hit rate 0.51% among 140,000; AID 804;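 active = inhibition above a set limit, 3 SD over the mean compound inhibition, cut at about 44% in these data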; note: inactives centre near -24
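System: Saccharomyces cerevisiae DeaD strain BB579, replicative lifespan model yeast. Buffer or medium: restrictive glucose-based CSMM-D medium. Doses: one dose, 10 µM compound with 0.25% DMSO. Timing: 4 h preincubation and 48 h exposure at 30 °C. Detection: turbidity as optical density at 615 nm. Benchmarks: amphotericin B 10 µg/mL, positive.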
E-sel TNF inh – TNF alpha driven E-selectin expression inhibition; inhibition, % at 2 µM; hit rate 0.71% among 120,000; HUVEC TNFa-induced E-selectin immunofluorescence, high content;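 active = inhibition above the batch mean plus 3 SD, and confirmed as a hit on visual image review, cut at about 43% in these data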;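 note: 0% = TNF-stimulated DMSO wells and 100% = unstimulated control wells; not every result past the cut was called active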
NPY-Y2 antag – NPY-Y2 (human) receptor antagonism | NPY-Y2 expressing cells, antagonist mode | inhibition, % at 2.7 µM | hit rate 0.99% among 140,000 | AID 793; in the data active = inhibition above about 17%;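 note: 0% = vehicle with agonist challenge and 100% = reference antagonist with challenge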
Target sequence (P49146 whole entry, looked up): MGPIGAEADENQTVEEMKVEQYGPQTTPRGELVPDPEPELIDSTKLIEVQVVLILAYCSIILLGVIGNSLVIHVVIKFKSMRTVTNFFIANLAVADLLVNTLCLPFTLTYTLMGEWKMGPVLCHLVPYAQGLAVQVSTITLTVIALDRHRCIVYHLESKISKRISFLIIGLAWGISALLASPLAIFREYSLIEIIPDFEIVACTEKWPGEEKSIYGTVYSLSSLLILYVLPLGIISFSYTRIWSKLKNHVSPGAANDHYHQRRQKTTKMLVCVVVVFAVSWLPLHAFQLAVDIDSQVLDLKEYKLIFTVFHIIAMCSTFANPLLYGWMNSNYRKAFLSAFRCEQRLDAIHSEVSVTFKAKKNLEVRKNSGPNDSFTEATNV
Measles CPE – protection of cells from measles virus; Measles virus-infected cells, CPE protection, absorbance; protection (pct of control), % at 4 µM; hit rate 1.5% among 140,000; in the data active = protection mostly above about 24%, no sharp cut-off; inactive = mostly below about 26%; note: some compounds called inactive have numbers as strong as hits
PTEN del growth – suppresses growth of cells with PTEN deletion | viability, % at 10 µM | HCT116 PTEN-null viability, CellTiter-Glo, 60 h; hits give low values | hit rate 1.2% among 140,000 | AID 827;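 active = viability at or below a set limit, 4 SD under the median of all tested compounds, cut at about 3.7% in these data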;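 note: PTEN knockout HCT116 line with beta catenin targeted HCT116 as companion control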
Numbers without * were called inactive.

`CCCCNC(=O)NNC(=O)COc1cc(C)cc(C)c1` gave Yeast life ext -3, MRP1 act -1.6, bCat KO growth 85, Phagocytosis inh 2, GALR2 blocker -5, BB579 growth dn -11, NPY-Y2 antag 0, Measles CPE 6 and PTEN del growth 86.
`CCOc1ccc(-c2nn(-c3ccccc3)cc2/C=C(\C#N)S(=O)(=O)c2ccccc2)cc1C` gave Yeast life ext -10, MRP1 act -0.7, bCat KO growth 46, Phagocytosis inh 2, GALR2 blocker 1, BB579 growth dn -45, E-sel TNF inh -17, NPY-Y2 antag 2, Measles CPE 29 and PTEN del growth 48.
For COC(=O)C1=CN(c2ccc(OC)cc2)C=C(C(=O)OC)C1c1ccc(C)c([N+](=O)[O-])c1 the results were Yeast life ext 7, MRP1 act 0.6, bCat KO growth 77, Phagocytosis inh -3, GALR2 blocker -5, BB579 growth dn -19, E-sel TNF inh 14, NPY-Y2 antag 5, Measles CPE 3 and PTEN del growth 75.
`CC(=O)C1=C(O)C(=O)N(CCc2c[nH]c3ccccc23)C1c1ccc(O)cc1` (stereo not given) gave Yeast life ext -16, MRP1 act -1.9, bCat KO growth 92, Phagocytosis inh 3, GALR2 blocker 3, BB579 growth dn -24, NPY-Y2 antag 5, Measles CPE 16 and PTEN del growth 92.
`COc1ccccc1OCCC(=O)OCC(=O)NC(C)c1ccccc1` (stereo not given) gave Yeast life ext 10, MRP1 act 2.7, bCat KO growth 99, Phagocytosis inh -8, GALR2 blocker 7, BB579 growth dn -2, E-sel TNF inh 10, NPY-Y2 antag 4, Measles CPE 9 and PTEN del growth 93.
For O=C(NCCNc1ccc([N+](=O)[O-])cc1C(F)(F)F)c1ccc(F)cc1 the results were Yeast life ext -3, MRP1 act -0.9, bCat KO growth 65, Phagocytosis inh -2, GALR2 blocker -2, BB579 growth dn -18, NPY-Y2 antag -1, Measles CPE 5 and PTEN del growth 58.
For COc1ccc(S(=O)(=O)N2CCSC2)cc1C the results were Yeast life ext 6, MRP1 act -1.2, bCat KO growth 90, Phagocytosis inh -7, GALR2 blocker -4, BB579 growth dn -25, NPY-Y2 antag 3, Measles CPE 3 and PTEN del growth 91.
For CCC(C)NCCCOc1c(C)cc(C)cc1Br (stereo not given) the results were Yeast life ext -1, MRP1 act -3.5, bCat KO growth 49, Phagocytosis inh -2, GALR2 blocker -3, BB579 growth dn 3, NPY-Y2 antag 5, Measles CPE 8 and PTEN del growth 49.
For CCCOC(=O)c1cccc(NC(=O)C(C)(C)C)c1 the results were Yeast life ext 10, MRP1 act 0.2, bCat KO growth 109, Phagocytosis inh 1, GALR2 blocker 14, BB579 growth dn 10, E-sel TNF inh 2, NPY-Y2 antag 1, Measles CPE 7 and PTEN del growth 106.
`Fc1ccccc1C(c1nnnn1C1CCCC1)N1CCN(Cc2ccccc2)CC1` (stereo not given) gave MRP1 act -0.9, bCat KO growth 88, GALR2 blocker -4, BB579 growth dn -48, E-sel TNF inh 16, NPY-Y2 antag 2, Measles CPE 9 and PTEN del growth 80.
`O=C(O)/C=C/c1cccc(NS(=O)(=O)c2ccccc2)c1` gave Yeast life ext 2, MRP1 act 0.0, bCat KO growth 98, Phagocytosis inh -10, GALR2 blocker -4, BB579 growth dn -15, E-sel TNF inh 11, NPY-Y2 antag 1, Measles CPE 9 and PTEN del growth 97.
`COCCN1C(=O)c2ccccc2C(C(=O)N2CCN(c3ccccc3)CC2)C1c1ccc(F)cc1` (stereo not given) gave Yeast life ext -2, MRP1 act -1.2, bCat KO growth 79, GALR2 blocker -12, BB579 growth dn -76, E-sel TNF inh 5, NPY-Y2 antag 3, Measles CPE 17 and PTEN del growth 82.
Screening O=C(CSc1nnc(-c2ccco2)o1)NC1CCCCC1 returned Yeast life ext -17, MRP1 act -0.6, bCat KO growth 96, Phagocytosis inh 1, GALR2 blocker 2, BB579 growth dn -15, E-sel TNF inh 9, NPY-Y2 antag -3, Measles CPE 5 and PTEN del growth 97.
For COc1ccc(-c2nc(C#N)c(NCc3ccccc3Cl)o2)cc1 the results were Yeast life ext -6, MRP1 act -3.0, bCat KO growth 86, Phagocytosis inh -1, GALR2 blocker 2, BB579 growth dn -19, E-sel TNF inh -18, NPY-Y2 antag 0, Measles CPE 4 and PTEN del growth 74.
`CCOc1ccc(N(CC(=O)Nc2ccc(F)c(F)c2)S(=O)(=O)c2c(C)noc2C)cc1` gave Yeast life ext -2, MRP1 act -3.0, bCat KO growth 80, Phagocytosis inh 0, GALR2 blocker 4, BB579 growth dn -12, E-sel TNF inh -8, NPY-Y2 antag -2, Measles CPE 18 and PTEN del growth 85.

In the list so far, these have a cyano group:
`CCOc1ccc(-c2nn(-c3ccccc3)cc2/C=C(\C#N)S(=O)(=O)c2ccccc2)cc1C` gave Yeast life ext -10, MRP1 act -0.7, bCat KO growth 46, Phagocytosis inh 2, GALR2 blocker 1, BB579 growth dn -45, E-sel TNF inh -17, NPY-Y2 antag 2, Measles CPE 29 and PTEN del growth 48.
For COc1ccc(-c2nc(C#N)c(NCc3ccccc3Cl)o2)cc1 the results were Yeast life ext -6, MRP1 act -3.0, bCat KO growth 86, Phagocytosis inh -1, GALR2 blocker 2, BB579 growth dn -19, E-sel TNF inh -18, NPY-Y2 antag 0, Measles CPE 4 and PTEN del growth 74.

The listing picks up with the 2 entries that preceded the break.
For COc1ccc(-c2nc(C#N)c(NCc3ccccc3Cl)o2)cc1 the results were Yeast life ext -6, MRP1 act -3.0, bCat KO growth 86, Phagocytosis inh -1, GALR2 blocker 2, BB579 growth dn -19, E-sel TNF inh -18, NPY-Y2 antag 0, Measles CPE 4 and PTEN del growth 74.
`CCOc1ccc(N(CC(=O)Nc2ccc(F)c(F)c2)S(=O)(=O)c2c(C)noc2C)cc1` gave Yeast life ext -2, MRP1 act -3.0, bCat KO growth 80, Phagocytosis inh 0, GALR2 blocker 4, BB579 growth dn -12, E-sel TNF inh -8, NPY-Y2 antag -2, Measles CPE 18 and PTEN del growth 85.
CN1CCN(c2ccc(Cl)cc2NC(=O)c2nn(-c3ccccc3)c(=O)c3ccccc23)CC1 was read as Yeast life ext -25, MRP1 act -6.1, bCat KO growth 80, Phagocytosis inh -1, GALR2 blocker -2, BB579 growth dn -82, NPY-Y2 antag -1, Measles CPE 5 and PTEN del growth 70.
Screening COc1cc(/C=C/C(=O)N2CCN(CC(O)COc3ccccc3)CC2)cc(OC)c1OC (stereo not given) returned Yeast life ext 2, MRP1 act -1.9, bCat KO growth 86, GALR2 blocker 2, BB579 growth dn -65, E-sel TNF inh 66*, NPY-Y2 antag 1, Measles CPE 14 and PTEN del growth 92.
COc1ccc(CN2C(=O)c3ccccc3C2C(=O)NCc2cccnc2)c(OC)c1 (stereo not given) was read as Yeast life ext -5, MRP1 act -1.3, bCat KO growth 101, Phagocytosis inh -4, GALR2 blocker -1, BB579 growth dn -21, NPY-Y2 antag -1, Measles CPE 33* and PTEN del growth 101.
`Cc1cc(O)c2c(c1)C(O)(C1OC(CO)C(O)C(O)C1O)c1cccc(O)c1C2=O` (stereo not given) gave Yeast life ext 3, MRP1 act -1.2, bCat KO growth 100, GALR2 blocker -3, BB579 growth dn -45, NPY-Y2 antag 1, Measles CPE 2 and PTEN del growth 95.
For COc1ccc(CCNC(=O)C2CCN(S(=O)(=O)N3CCC4(CC3)OCCO4)CC2)cc1OC the results were Yeast life ext 11, MRP1 act -1.8, bCat KO growth 93, Phagocytosis inh -4, GALR2 blocker 1, BB579 growth dn -31, E-sel TNF inh -12, NPY-Y2 antag 4, Measles CPE 7 and PTEN del growth 97.
CCCC1O[C@@H]2C[C@H]3[C@@H]4CCC5=CC(=O)C=C[C@]5(C)[C@H]4[C@@H](O)C[C@]3(C)[C@]2(C(=O)CO)O1 (stereo not given in full) was read as Yeast life ext 0, MRP1 act -2.2, bCat KO growth 84, GALR2 blocker 3, BB579 growth dn -61, NPY-Y2 antag -1, Measles CPE 23 and PTEN del growth 87.
For Cc1ccccc1C(=O)NC(=S)NC1CCSC1=O (stereo not given) the results were Yeast life ext -3, MRP1 act 0.9, bCat KO growth 98, Phagocytosis inh -7, GALR2 blocker -3, BB579 growth dn 25, NPY-Y2 antag 0, Measles CPE 7 and PTEN del growth 105.
COc1cc(C)ccc1OCCCCN1CC(C)OC(C)C1 (stereo not given) was read as Yeast life ext 0, MRP1 act -3.0, bCat KO growth 86, GALR2 blocker 3, BB579 growth dn -4, E-sel TNF inh 9, NPY-Y2 antag 3, Measles CPE 5 and PTEN del growth 90.
CCN(CC)c1ccc(C(=O)n2cnc3ccccc32)cc1 was read as Yeast life ext -13, MRP1 act -3.2, bCat KO growth 66, Phagocytosis inh 0, GALR2 blocker 5, BB579 growth dn -49, NPY-Y2 antag 5, Measles CPE 11 and PTEN del growth 62.
COc1ccc(C(OC(=O)c2ccco2)C(=O)NCc2ccco2)cc1 (stereo not given) was read as Yeast life ext 3, MRP1 act -3.5, bCat KO growth 85, Phagocytosis inh -3, GALR2 blocker 0, BB579 growth dn -59, E-sel TNF inh 6, NPY-Y2 antag 3, Measles CPE 4 and PTEN del growth 91.
`CCC(Sc1ccc(Cl)cc1)C(=O)Nc1nnc(-c2cccc([N+](=O)[O-])c2)s1` (stereo not given) gave Yeast life ext 5, MRP1 act -2.5, bCat KO growth 62, GALR2 blocker 17, BB579 growth dn -43, E-sel TNF inh -2, NPY-Y2 antag -1, Measles CPE 6 and PTEN del growth 57.
COC(=O)c1ccc(C(c2c(N)n(Cc3ccccc3)c(=O)n(C)c2=O)N2CCOCC2)cc1 (stereo not given) was read as Yeast life ext -17, MRP1 act -4.4, bCat KO growth 87, Phagocytosis inh 0, GALR2 blocker 7, BB579 growth dn -24, E-sel TNF inh -23, NPY-Y2 antag 1, Measles CPE 23 and PTEN del growth 81.
For CCC(O)(CCN1CCCCC1)c1ccccc1 (stereo not given) the results were Yeast life ext -4, MRP1 act -2.0, bCat KO growth 96, Phagocytosis inh -3, GALR2 blocker -10, BB579 growth dn -4, NPY-Y2 antag 1, Measles CPE 14 and PTEN del growth 96.
For CCOC(=O)Nc1cc(OC)c(OC)cc1Cc1nccc2cc(OC)c(OC)cc12 the results were Yeast life ext -1, MRP1 act -4.1, bCat KO growth 83, Phagocytosis inh 1, GALR2 blocker -9, BB579 growth dn -26, E-sel TNF inh -1, NPY-Y2 antag 2, Measles CPE 6 and PTEN del growth 89.
Screening O=C(c1ccccc1-c1nc(-c2ccccc2)no1)N1CCOCC1 returned Yeast life ext -19, MRP1 act -2.5, bCat KO growth 92, Phagocytosis inh 0, GALR2 blocker 12, BB579 growth dn 6, E-sel TNF inh 7, NPY-Y2 antag 1, Measles CPE 7 and PTEN del growth 104.
For CCOC(=O)N1CCC(NC(=O)c2cc(S(=O)(=O)N3CCCC3)cn2C)CC1 the results were Yeast life ext -12, MRP1 act 0.6, bCat KO growth 95, GALR2 blocker -3, BB579 growth dn -5, NPY-Y2 antag 0, Measles CPE 14 and PTEN del growth 99.
`COc1ccc(C)cc1-n1nnnc1SCC(=O)N1CCC(C(=O)Nc2nccs2)CC1` gave Yeast life ext -17, MRP1 act -1.7, bCat KO growth 90, Phagocytosis inh 1, GALR2 blocker -10, BB579 growth dn -46, E-sel TNF inh 5, NPY-Y2 antag 3, Measles CPE 17 and PTEN del growth 89.
